Thrombin inh: inhibitors of human thrombin; alpha-thrombin, Boc-VPR-AMC fluorogenic substrate cleavage; inhibition, % at 5 µM; P00734; actives 0.26% (n = 220,000);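 active = inhibition at or above 40%; inactive = inhibition below 40%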;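 note: 0% = enzyme with no compound and 100% = wells without enzyme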
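System: human alpha-thrombin protein; Compound dosing: one concentration per compound, 5 µM, with 0.2% DMSO; Timing: reaction at room temperature; Technique: AMC fluorescence, 355/460 nm; Controls: enzyme without compound as high, wells lacking enzyme as low.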
Hck Nef HTS: blocks Nef-activated human Hck kinase. P08631. Recombinant Hck-YEEI plus Nef, Z-Lyte FRET kinase assay. inhibition, % at 20 µM. actives 0.68% (n = 220,000);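 active = Hck-Nef kinase inhibition above about 50%, limit read from the data; inactive = inhibition below that limit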;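 note: 0% = DMSO with Hck plus Nef and 100% = Hck alone without Nef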
Target sequence (P08631 whole entry, looked up): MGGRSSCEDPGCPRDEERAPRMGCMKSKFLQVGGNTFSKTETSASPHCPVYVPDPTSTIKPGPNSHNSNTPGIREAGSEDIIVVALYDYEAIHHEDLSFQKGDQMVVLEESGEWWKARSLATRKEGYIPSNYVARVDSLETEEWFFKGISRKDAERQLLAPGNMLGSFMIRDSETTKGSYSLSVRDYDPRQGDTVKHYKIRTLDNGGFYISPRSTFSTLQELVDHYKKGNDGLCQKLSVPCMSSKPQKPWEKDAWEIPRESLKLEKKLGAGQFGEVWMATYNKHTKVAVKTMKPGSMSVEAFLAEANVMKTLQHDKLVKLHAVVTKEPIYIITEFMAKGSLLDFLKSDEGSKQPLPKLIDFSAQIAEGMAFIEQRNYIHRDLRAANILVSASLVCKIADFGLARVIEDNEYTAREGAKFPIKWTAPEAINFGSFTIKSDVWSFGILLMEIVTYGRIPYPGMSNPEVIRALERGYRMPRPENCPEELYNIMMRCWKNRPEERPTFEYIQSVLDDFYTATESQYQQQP
KLK5 inh: kallikrein 5 (human) inhibition | Q9Y337 | recombinant hK5, fluorogenic AMC substrate cleavage | inhibition, % at 5 µM | actives 0.59% (n = 210,000);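 active = inhibition of 40% or more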;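 note: 0% = enzyme controls without compound and 100% = no-enzyme blanks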
Target sequence (Q9Y337 67-293 limits assumed): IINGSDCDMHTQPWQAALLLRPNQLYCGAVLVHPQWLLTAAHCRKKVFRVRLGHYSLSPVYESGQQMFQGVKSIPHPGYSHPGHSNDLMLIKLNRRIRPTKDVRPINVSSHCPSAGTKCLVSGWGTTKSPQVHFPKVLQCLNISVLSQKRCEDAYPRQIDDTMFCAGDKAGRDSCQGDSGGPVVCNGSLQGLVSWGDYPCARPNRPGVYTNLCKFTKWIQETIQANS
Runt-SMMHC FRET: inhibitors of human RUNX1 Runt domain binding to CBFb-SMMHC; Q01196+Q13951; Cerulean-Runt/Venus-CBFb-SMMHC FRET ratio 530/480, 1 h; inhibition, % at 20 µM; actives 0.74% (n = 220,000); AID 1434;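 active = mean inhibition across duplicate retests at 20 µM reaching about 50%, limit read from the data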;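 note: 0% = DMSO wells and 100% = wells with excess untagged CBFb-SMMHC; inhibitors lower the FRET ratio by blocking Runt binding to CBFb-SMMHC; some results filed as inactive read as strong as hits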
Runt-CBFb FRET: Runt domain-CBFb interaction inhibition; Q01196+Q13951; Cerulean-Runt/Venus-CBFb FRET ratio 530/480, 1 h; inhibition, % at 20 µM; actives 0.46% (n = 220,000); AID 1496;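 active = inhibition over about 50% at 20 µM in the single-dose screen, limit read from the data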;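 note: 0% = DMSO wells and 100% = excess unlabeled CBFb competitor control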
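Schedule: protein complex preformed 1 h, compound exposure 1 h, room temperature, dark; test system: Cerulean-labeled Runt domain protein; amount: 100 nM per protein; buffer or medium: Tris 50 mM pH 7.5, KCl, K2SO4, 0.01% BSA; read-out: loss of energy transfer signal; detection: FRET fluorescence; controls: 5 µM unlabeled CBFb as full-inhibition high control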
FXIIa inh: blocks human coagulation factor XIIa protease activity; AID 800; actives 0.3% (n = 220,000); inhibition, % at 5 µM; purified FXIIa, Boc-QGR-AMC fluorogenic substrate, 2 h; in the data active = inhibition above about 40%;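 note: 0% = enzyme with no compound and 100% = blank without enzyme; many of its hits are not listed in these tables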
FXIa inh 1536: factor XIa (human) inhibition | inhibition, % at 5 µM | purified FXIa, Boc-Glu-Ala-Arg-AMC fluorogenic substrate | actives 0.14% (n = 220,000);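 active = inhibition of at least 40%; inactive = inhibition below 40%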;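 note: fluorescence of freed AMC excited at 355 nm; 0% = enzyme without compound and 100% = no enzyme blank; many of its hits are not listed in these tables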
14-3-3 Bad PPI: disrupts binding of bovine 14-3-3 zeta to phospho-Bad peptide. TR-FRET 14-3-3zeta/Dy647-pBad peptide displacement, 1 h. actives 0.71% (n = 220,000). P63103. inhibition, % at 21.7 µM;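 active = inhibition above about 70%, limit read from the data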;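 note: 0% = full 14-3-3 plus peptide FRET controls and 100% = background without 14-3-3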
Wee1 degr inh: human Wee1 degradation inhibition, primary screen; P30291; HeLa Luc-Wee1K328M stability, luciferase luminescence; 100% = proteasome inhibitor MG132 effect; reporter increase, % at 5 µM; actives 1.2% (n = 220,000);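 active = activation above the mean of all tested compounds plus 3 SD, set per screening run, cut at about 8.8% in these data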;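 note: cells exposed to compound for 20 h before luminescence read; 0% = DMSO alone and 100% = MG132 at 30 µM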
The depositor's hits bear a star; x = not tested or not shown; [ ] = dose if it differs, or a comment. Rows are unselected. About 4.2% of those tested had a hit in this group.

SMILES	Thrombin inh	Hck Nef HTS	KLK5 inh	Runt-SMMHC FRET	Runt-CBFb FRET	FXIIa inh	FXIa inh 1536	14-3-3 Bad PPI	Wee1 degr inh
CCn1c(C)cc(/C=C2\NC(=O)N(CC(=O)Nc3ccc(F)cc3)C2=O)c1C	-2.1	-26.5	2.4	15.1	-25.9	9.7	1.4	3.3	4.3
COc1cc(N/C(=N/S(=O)(=O)c2ccccc2)c2ccccc2)ncn1	-1.5	6.9	-9.3	-6.3	2.3	8.5	-8.6	-0.1	-0.7
Oc1ccccc1-c1nc(NCC2CCCO2)c2ccccc2n1 (stereo not given)	0.0	24.1	-5.1	-0.1	-2.4	12.2	5.4	-2.6	-1.4
CN1C=CC=C/C1=C1\SC(=S)N(c2ccccc2)C1=O	1.5	-1.3	5.0	-1.5	x	16.1	4.1	-3.0	-3.0
CCOCCn1c(CCCO)nc2ccccc21	-6.1	2.1	-7.6	-14.8	-2.8	8.8	4.0	-7.0[fluorescence artefact?]	-1.9
Cn1c(SCc2ccccc2Cl)nnc1-c1cnccn1	-7.1	0.5	-9.4	-2.9	-0.7	12.1	4.2	12.2	-0.9
Cc1cccc(NC(=S)Nc2cccc(C)n2)n1	4.1	0.6	-3.6	-3.3	1.9	0.1	-0.8	-3.0	3.5
CCOC(=O)c1c(NC(=O)c2nn(CC)cc2Br)c(C#N)nn1-c1ccccc1	-5.7	-2.5	-16.1	2.6	1.4	1.6	-2.6	1.9	1.6
CC(C)(C)OC(=O)N1CCN(c2ccc(CNC(=O)c3ccc(Cl)cc3)cc2)CC1	2.6	0.2	3.4	-1.9	-0.7	-2.1	0.4	-15.3	2.5
CC1CCC(NC(=O)C2c3ccccc3C(=O)N2Cc2ccc3c(c2)OCO3)CC1 (stereo not given)	-12.3	0.0	-0.5	1.6	-0.3	3.3	-4.8	0.6	-2.8
O=[N+]([O-])c1ccccc1NCc1ccc(Cl)cc1	-5.4	1.4	16.4	-10.5	-3.5	-7.7	-10.0	-5.7	1.5
Cc1cc(NC(=O)CN2C(=O)NC(C)(c3ccccc3)C2=O)no1 (stereo not given)	-8.6	0.8	-4.8	1.8	-0.4	-5.9	-5.4	5.2	-1.5
COc1ccc(CCNC(=O)C2CC(=O)N(CCc3ccc(C)cc3)C2)cc1OC (stereo not given)	7.1	-28.0	0.7	-7.1	-2.2	6.6	-0.6	-6.9	1.5
Cc1[nH]c2ccccc2c1CC#N	-7.3	9.4	-5.5	-1.3	-0.3	-1.1	-2.4	1.3	-0.7
Clc1ccc(-c2csc(-c3ccncc3)n2)cc1	3.2	-6.7	-14.1	1.2	-5.4	3.5	0.1	7.4	-0.5
O=C(NCc1ccccn1)C1CCCN(S(=O)(=O)c2ccc(Br)cc2)C1 (stereo not given)	2.5	0.7	0.5	-5.8	-0.6	2.1	1.9	12.7[fluorescence artefact?]	3.2
O=C(O)CCC(=O)c1cccc2ccccc12	1.2	6.5	-6.8	3.7	-0.9	8.3	1.6	5.5	-2.6
Cc1ccc(N(CC(=O)NC2CCC(C)CC2)S(=O)(=O)c2cccnc2)cc1 (stereo not given)	-6.2	-0.5	-19.2	-0.8	-4.4	9.0	-2.2	0.1	2.6
CCOc1cc(NC(=O)c2ccco2)c(OCC)cc1NC(=O)COc1ccccc1	-1.1	12.7	-4.4	-0.5	0.3	9.2	4.6	x	0.4
COc1ccc(/C=C2/N=C(c3cccs3)OC2=O)cc1OC(C)C	-5.0	5.3	-8.9	11.8	2.6	1.9	6.0	-18.3	-0.6
Cc1ccc(S(=O)(=O)N2CCCC2C(=O)Oc2ccccc2)cc1 (stereo not given)	-0.1	0.9	0.0	-1.0	1.9	12.6	4.1	-13.6[fluorescence artefact?]	4.3
Cc1ccc(Cn2c(=O)c3ccccc3n3nc(C)cc23)cc1	2.3	4.9	x	0.3	1.4	12.9	1.1	-1.6	-3.4
Cc1ccc(C(C)C)c(OCCCNCc2cccnc2)c1	0.1	17.8	-17.8	-4.7	-0.6	-4.8	-5.0	9.6	-1.0
CCn1c(CNc2cccc(Cl)c2)nnc1SCc1ccccc1	1.4	4.5	-2.1	0.5	-0.5	15.4	6.2	-2.1	-2.9

Retrieved by compound from above, 3 records:
SMILES	Thrombin inh	Hck Nef HTS	KLK5 inh	Runt-SMMHC FRET	Runt-CBFb FRET	FXIIa inh	FXIa inh 1536	14-3-3 Bad PPI	Wee1 degr inh
O=C(NCc1ccccn1)C1CCCN(S(=O)(=O)c2ccc(Br)cc2)C1 (stereo not given)	2.5	0.7	0.5	-5.8	-0.6	2.1	1.9	12.7[fluorescence artefact?]	3.2
Cc1ccc(C(C)C)c(OCCCNCc2cccnc2)c1	0.1	17.8	-17.8	-4.7	-0.6	-4.8	-5.0	9.6	-1.0
COc1ccc(/C=C2/N=C(c3cccs3)OC2=O)cc1OC(C)C	-5.0	5.3	-8.9	11.8	2.6	1.9	6.0	-18.3	-0.6

Full records, quoted from the list. Screens in order: Thrombin inh	Hck Nef HTS	KLK5 inh	Runt-SMMHC FRET	Runt-CBFb FRET	FXIIa inh	FXIa inh 1536	14-3-3 Bad PPI	Wee1 degr inh
`O=C(NCc1ccccn1)C1CCCN(S(=O)(=O)c2ccc(Br)cc2)C1` (stereo not given) is listed with 2.5	0.7	0.5	-5.8	-0.6	2.1	1.9	12.7[fluorescence artefact?]	3.2
`COc1ccc(CCNC(=O)C2CC(=O)N(CCc3ccc(C)cc3)C2)cc1OC` (stereo not given) is listed with 7.1	-28.0	0.7	-7.1	-2.2	6.6	-0.6	-6.9	1.5
`CN1C=CC=C/C1=C1\SC(=S)N(c2ccccc2)C1=O` is listed with 1.5	-1.3	5.0	-1.5	x	16.1	4.1	-3.0	-3.0
`Cn1c(SCc2ccccc2Cl)nnc1-c1cnccn1` is listed with -7.1	0.5	-9.4	-2.9	-0.7	12.1	4.2	12.2	-0.9
`COc1cc(N/C(=N/S(=O)(=O)c2ccccc2)c2ccccc2)ncn1` is listed with -1.5	6.9	-9.3	-6.3	2.3	8.5	-8.6	-0.1	-0.7

Further structures follow:
SMILES	Thrombin inh	Hck Nef HTS	KLK5 inh	Runt-SMMHC FRET	Runt-CBFb FRET	FXIIa inh	FXIa inh 1536	14-3-3 Bad PPI	Wee1 degr inh
COc1ccc(C(=O)NCc2ccc(Cl)c(Cl)c2)cc1OC	-4.4	2.8	-12.6	0.7	-2.7	10.1	-1.7	1.6	0.3
Cc1ccc(SCCC(=O)Nc2nccs2)cc1	-4.1	-51.7	-5.6	0.9	-2.7	0.6	-9.6	-4.9	0.0
c1ccc(Oc2nc(-c3ccccn3)nc3ccccc23)cc1	-9.4	3.1	7.0	-1.2	1.4	-0.8	0.0	-2.0	-0.6
C=CCOc1ccc(Br)cc1CNC(C)(C)C	x	19.1	0.5	-3.0	-1.8	8.3	3.0	3.6	1.4
